Compound activity: PubChem, National Center for Advancing Translational Sciences (NCATS)
HTT ATP protect: Huntington cell model cytoprotection by ATP luminescence; Potency, µM (top dose mostly 56.4 µM), inactives show cytoprotection (ATP increase), actives largely listed as activators; PC12 HTT-Q103 induced, cytoprotection, ATP luminescence, 40 h; AID 1471; 230,000 compounds, 0.14% hits;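 also: % of control where 0% means no effect; nearly all actives have a fitted effect of over 45% in size; toxic huntingtin expression switched on by the ecdysone agonist tebufenozide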
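Rat PC12, Q103 Htt exon1-GFP fusion, ecdysone promoter; tebufenozide inducer 100 nM final; compound titration; qHTS, 1500 cells/well; ATPlite luminescent read.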
L3MBTL1 inh: blocks human L3MBTL1 | Q9Y468 | AlphaScreen L3MBTL1–H3K9me1 peptide binding | Potency, µM (doses to about 57.1 µM), inactives show at the highest dose activity, negative = inhibition, most hits filed as inhibitors | 230,000 compounds, 0.66% hits; also: % is scaled to controls: 0 for no effect and ±100 for the full control effect; nearly all actives have a fitted effect of over 60% in size
Target sequence (Q9Y468 whole entry, looked up): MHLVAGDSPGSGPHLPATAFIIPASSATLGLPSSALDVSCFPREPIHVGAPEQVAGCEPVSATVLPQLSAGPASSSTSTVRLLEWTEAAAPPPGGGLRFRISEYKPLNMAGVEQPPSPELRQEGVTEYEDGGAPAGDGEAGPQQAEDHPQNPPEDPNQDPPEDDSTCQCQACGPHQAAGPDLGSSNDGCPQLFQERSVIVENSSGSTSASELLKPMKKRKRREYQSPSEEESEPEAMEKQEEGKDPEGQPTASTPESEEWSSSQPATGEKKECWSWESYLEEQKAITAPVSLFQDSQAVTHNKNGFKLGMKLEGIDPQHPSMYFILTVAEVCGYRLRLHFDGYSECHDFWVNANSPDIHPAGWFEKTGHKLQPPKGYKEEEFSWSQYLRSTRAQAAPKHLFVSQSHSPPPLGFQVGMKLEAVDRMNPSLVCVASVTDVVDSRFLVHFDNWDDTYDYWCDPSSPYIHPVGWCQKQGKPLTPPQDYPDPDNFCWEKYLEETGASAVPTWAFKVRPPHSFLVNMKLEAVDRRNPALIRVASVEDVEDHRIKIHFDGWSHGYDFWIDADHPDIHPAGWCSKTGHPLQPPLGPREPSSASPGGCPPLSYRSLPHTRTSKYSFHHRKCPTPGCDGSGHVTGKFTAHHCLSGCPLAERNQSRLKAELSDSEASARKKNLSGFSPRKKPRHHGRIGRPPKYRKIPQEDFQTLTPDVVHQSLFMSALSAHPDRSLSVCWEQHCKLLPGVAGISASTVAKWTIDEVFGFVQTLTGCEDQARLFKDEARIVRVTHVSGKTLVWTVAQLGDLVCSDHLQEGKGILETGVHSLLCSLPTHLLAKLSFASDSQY
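AlphaScreen assay: L3MBTL1 (50 nM final) was preincubated 30 min at room temperature with biotinylated H3(1-15)K9me1 peptide (75 nM final), then 30 min with library compounds; streptavidin donor and nickel chelate acceptor beads (10 ug/mL final) added, 30 min dark.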
RECQ1 inh: inhibitors of human RECQ1 DNA helicase; AID 2549; 240,000 compounds, 0.54% hits; P46063; Potency, µM (series often up to 57.3 µM), for inactives: top-dose activity, negative = inhibition, hits mostly inhibitors; RECQ1 DNA unwinding, red fluorescence kinetic read;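 also: plate controls were vehicle for no effect and no enzyme for full effect; nearly all actives have a fitted effect of over 30% in size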
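RECQ1T1 50 nM; forked duplex (20 bp + 30-nt ss tails) 200 nM, ATP 2 mM final; pH 8.0, 2 mM MgCl2, 2.5 ug/ml poly(dI-dC); 15 min compound preincubation; discontinuous kinetic read over 2 h at RT.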
Tau FP inhib: blocks human tau fibril formation measured by polarization | 280,000 compounds, 0.39% hits | K18 P301L tau heparin fibrillization, Alexa594 FP, 6 h | Potency, µM (titrated, usually from 57.7 µM), for the others: at the highest dose activity, negative = inhibition, usual class: inhibitors | P10636 | AID 1468; also: % is scaled to controls: 0 for no effect and ±100 for the full control effect; nearly all actives have a fitted effect of over 55% in size
Target sequence (P10636 561-689 P618L limits assumed): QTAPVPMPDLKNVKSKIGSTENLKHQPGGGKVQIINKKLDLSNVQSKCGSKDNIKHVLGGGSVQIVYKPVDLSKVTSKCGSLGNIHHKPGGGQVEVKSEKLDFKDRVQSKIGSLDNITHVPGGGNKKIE
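Read-out: fluorescence polarization of Alexa 594-labeled tau (0.24 uM), 555 nm excitation, 632 nm emission. Mixtures held 15 uM unlabeled K18 P301L, compound and 20 uM heparin, pH 7 acetate buffer, incubated 6 hr at 37 C.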
TR SRC2 fluor cs: alters Texas Red total fluorescence, flagging assay interference; TRb/SRC2 Texas Red total fluorescence interference; Potency, µM (doses to about 106 µM), inactives show top-dose fluorescence change, negative = quenching; 280,000 compounds, 0.29% hits; AID 1479; active = well fitted curve in either direction with a large enough effect; inconclusive = small, poorly fitted or top-dose-only effect; also: % is scaled to controls: 0 for no effect and ±100 for the full control effect
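Human TRβ ligand-binding domain (0.6 uM) and Texas Red SRC2 peptide (20 nM) in Tris buffer with 1 uM T3 and 5% DMSO were incubated with pinned compound for 5 hr at ambient temperature. Total fluorescence was computed as S + 2P (555/632 nm).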
Tau fibril ThT: blocks human tau fibril formation measured by thioflavin T. 270,000 compounds, 2.1% hits. P10636. recombinant tau K18 P301L, heparin-induced fibrillization, ThT fluorescence. Potency, µM (series often up to 57.4 µM), for inactives: at the top dose activity, negative = inhibition, hits mostly inhibitors. AID 1460; also: % is scaled to controls: 0 for no effect and ±100 for the full control effect; nearly all actives have a fitted effect of over 55% in size
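ThT emission at 510 nm, taken 1 hr after adding 30 uM dye, quantifies aggregates formed when 20 uM heparin acts on human tau K18 P301L for 6 hr at 37 C.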
TRb-SRC2 inh: TRbeta-SRC2 interaction inhibition | P10828 | TRbeta-SRC2 peptide binding, fluorescence polarization; receptor liganded with 1 µM T3 | Potency, µM (series often up to 106 µM), for the others: top-dose activity change, negative = inhibition, actives largely listed as inhibitors | 280,000 compounds, 0.065% hits;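 also: plate controls were bound peptide for no effect and peptide without receptor for full effect; nearly all actives have a fitted effect of over 50% in size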
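Fluorescence polarization of 20 nM Texas Red SRC2 peptide with 0.6 uM human TRb ligand-binding domain, in Tris buffer with 1uM T3 and 5% DMSO. Incubated 5 hr ambient; normalized to unbound and bound controls.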
Tau fluor counter: counter-screen for tau fibril formation inhibitors | tau K18 P301L Alexa594 fluorescence, heparin fibrillization | Potency, µM (doses to about 57.7 µM), inactives show top-dose activity change, negative = decrease | 280,000 compounds, 0.93% hits | AID 1463; also: % is scaled to controls: 0 for no effect and ±100 for the full control effect; nearly all actives have a fitted effect of over 55% in size
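Human tau K18 P301L (15 uM unlabeled, 0.24 uM Alexa 594-labeled) in 100 mM sodium acetate pH 7 with 20 uM heparin, 6 hr at 37 C. ThT 30 uM added, 1 hr ambient; Alexa 594 FP and total fluorescence read at 555/632 nm.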
An asterisk follows results filed as active; i = inactive; u = inconclusive; x = no result given; & = joins results of further samples; [ ] = dose if it differs, or a comment. Unless noted, calls follow the shape of the dose curve; as a rule, active = well fitted curve in the direction sought with a large enough effect; inconclusive = small, poorly fitted or top-dose-only effect, or another doubt; inactive = no such curve, though single readings can be large; an effect the other way counts as inactive or inconclusive. Potency is read from the fitted curve at half-maximal effect. The list is partial, so the mix of outcomes need not match the whole.

structure,HTT ATP protect,L3MBTL1 inh,RECQ1 inh,Tau FP inhib,TR SRC2 fluor cs,Tau fibril ThT,TRb-SRC2 inh,Tau fluor counter
CCS(=O)(=O)N1CC(=O)N(c2cccc(C)c2C)C(C)(C(=O)NC2CCCCCC2)C1 (configuration not stated),x,x,x,3%,-6%,4%,3%,4%
COC(=O)c1cc(=O)n(Cc2ccco2)c(=Nc2ccc(F)cc2)s1,10%[10 µM],-27%,-29%,-5%,-2%,u,13%,-15%
O=C(CNC(=O)/C(=C\c1ccc(F)cc1)NC(=O)c1ccccc1)OCc1ccccc1,15%,6%,-7%,-3%,-4%,-7%,0%,-12%
CC(C)c1ccc(Nc2cc(C(=O)NCc3cccs3)c3ccccc3n2)cc1,x,x,x,-5%,0%,4%,4%,-9%
CCC[C@@H]1C[C@@]1(CCC)C(NC(=O)c1ccco1)c1ccc(Cl)cc1 (some centres not stated),6%,x,-5%,-7%,-1%,-12%,6%,-10%
COc1ccc(OCC(=O)Nc2cc(-c3nn(C)c(=O)c4ccccc34)ccc2N2CCOCC2)cc1,-5%[10 µM],x,-8%,-6%,7%,u,-6%,-25%
C=CCn1c(SCC(=O)NC23CC4CC(CC(C4)C2)C3)nc(O)cc1=O,-2%[10 µM],u,i,1%,-4%,-7%,-8%,-1%
COC(=O)c1ccc(NC(=O)Cn2cnc3c2c(=O)n(C)c(=O)n3C)cc1,x,x,x,-1%,3%,-3%,-9%,3%
CCn1nc(NC(=O)Cc2ccc(OC)cc2)c2cc3cccc(C)c3nc21,1%[10 µM],17%,-14%,-4%,-1%,-5%,-8%,-16%
COc1cc2c(cc1OC)C1=NC(=O)CN1C(SCc1ccccc1)=N2,-16%,x,i,4%,-3%,u,0%,-18%
CN1CCN(CC(=O)NN2CC(=O)N(c3ccc(F)cc3)CC2=O)CC1,8%[10 µM],6%,-1%,-8%,-1%,-11%,-3%,-9%
COc1ccc(OCC(O)CNCc2ccco2)cc1 (configuration not stated),-10%,-1%,2%,-5%,0%,-10%,5%,1%
Cc1cc(C)c2c(=O)[nH]cnc2n1,13%,0%,-5%,-2%,-1%,0%,-2%,2%
Cc1cccc(Cn2ccc(NC(=O)c3cccnc3)n2)c1,-20%[10 µM],10%,i,-12%,7%,2%,-3%,2%
CCc1ccc(C(=O)c2cn(CC(=O)Nc3ccc(OC)c(OC)c3)c3ccc(C)cc3c2=O)cc1,x,x,x,5%,-1%,7%,-7%,-28%
CC(C)CC(N)c1cn([C@@H](CCC(=O)O)C(=O)N2CCNCC2)nn1 (some centres not stated),19%[10 µM],12%,-9%,-6%,-1%,-9%,-9%,-6%
CC(Nc1ccc2c(c1)OCCO2)C(=O)N1c2ccccc2CC1C (configuration not stated),-23%,x,-11%,8%,-4%,-17%,0%,-22%
COc1ccc(CC(C)N2CCN(c3ccccc3OC)CC2)cc1OC (configuration not stated),-15%,7%,-4%,0%,0%,-5%,-3%,-6%
COc1ccc(C2(O)CCN(Cc3nnnn3Cc3ccc(F)cc3)CC2)cc1,-9%,-3%,-3%,-3%,-1%,-5%,-18%,-5%
CC(=O)c1ccc(NC(=O)c2cnn3ccccc23)cc1,-120%[inhibitor],x,-9%,0%,-5%,u,-8%,-15%
Cc1ccc(S(=O)(=O)Oc2ccccc2/C=N/O)cc1,-28%,-5%[11.4 µM],i,-4%,-4%,0%,4%,-8%
Cc1ccc2cc(CN(c3ccccc3)S(=O)(=O)c3ccccc3)c(=O)[nH]c2c1,26%[10 µM],-6%,-4%,-5%,-4%,-3%,3%,-25%
Cc1ccc(/C=C(\C#N)c2nc3ccccc3[nH]2)s1,-66%[inhibitor],-5%,-2%,u,-1%,u,14%,-23%
Cc1cc(C)n(-c2nc(NCCCN(C)C)c3c4c(sc3n2)CCCC4)n1,-10%[10 µM],-22%,-2%,1%,-1%,u,10%,-8%
CSc1nnc2[nH]c(=O)cc(C)n12,x,x,x,-8%,0%,-7%,1%,-8%
c1ccc2sc(C3CCN(Cc4nnnn4Cc4ccc5c(c4)OCO5)CC3)nc2c1,15%[1.9 µM],-7%,-4%,5%,0%,-11%,-12%,-11%
Cc1ccc(S(=O)(=O)NNC(=O)c2c(O)c3ccccc3[nH]c2=O)cc1,-11%[10 µM],-1%,-2%,-4%,-1%,-5%,-6%,-4%
Cc1nn(CCOc2ccccc2)c(=O)n1-c1ccc(F)cc1,16%,9%,i,-15%,-4%,6%,8%,-4%
COc1cccc(C(=O)NNC(=O)Cc2ccc(Cl)cc2)c1,-19%[10 µM],8%,-16%,12%,-2%,7%,4%,3%
COc1ccc(CNC(=O)C2CCN(c3nc4ccccc4[nH]3)CC2)c(OC)c1,x,x,x,0%,-2%,-9%,-5%,-7%
COc1ccc(CNc2nn[nH]n2)cc1OC,16%,x,i,2%,2%,-3%,-2%,-1%
COc1cccc(NC(=O)COC(=O)CCS(=O)(=O)c2ccc(C)cc2)c1,-10%,-3%,-5%,-5%,-4%,-10%,-1%,-15%
CCOC(=O)C(C)CC(C)C(=O)N1CCOCCN(C(=O)C(C)CC(C)C(=O)OCC)CCOCC1 (configuration not stated),22%,3%,-11%,6%,4%,-10%,0%,-2%
COc1ccc(/C=C(\C#N)C(=O)OCC(=O)NCc2ccccc2Cl)cc1,-1%[10 µM],7%,u,-1%,-1%,-11%,2%,-6%
COc1cc(OC)c2ccc(=O)oc2c1C(CC(=O)N1CCOCC1)c1ccc2c(c1)OCO2 (configuration not stated),-11%[10 µM],x,3%&-1%,-2%,-2%&-4%,-11%,-5%&0%,-12%
O=c1[nH]c(CN2CCc3ccccc3C2)nc2ccccc12,-10%,x,i,-12%,-1%,-15%,-5%,-2%
CC1CCN(c2cc(C#N)c(C#N)cc2[N+](=O)[O-])CC1,-32%,x,8%,4%,0%,0%,-16%,2%
CCC(C)(C)NC(=O)/C=C/c1cccs1,9%[10 µM],8%,-2%,-4%,-2%,-1%,-11%,1%
Cc1ccc(-c2nc3ncccn3c2Nc2ccc3c(c2)OCO3)o1,1%[10 µM],u,i,-1%,2%,u,-27%,u
N#CCCn1cc(C(N)=O)c(-c2cccs2)n1,3%[10 µM],-6%,i,-4%,-3%,0%,-3%,-9%
COc1ccccc1-c1noc(CCC(=O)Nc2cc(C(F)(F)F)ccc2Cl)n1,-3%,x,i,1%,0%,-15%,-9%,-26%
COc1ccc(C(=O)NC(NC(=S)Nc2ccc(S(N)(=O)=O)cc2)C(Cl)(Cl)Cl)cc1 (configuration not stated),-17%,-8%,-14%,-15%,1%,2%,1%,u
CCP(=O)(CC)c1cccc(N)c1,-10%[0.074 µM],-1%,-3%,-8%,-1%,0%,0%,-4%
O=C1c2ccccc2C(=O)N1Cc1cc(-c2ccccc2Cl)no1,10%,23%,32µM*,-13%,-3%,-6%,1%,u
Cc1ccc(C)c(N2CCN(S(=O)(=O)c3csc(C(N)=O)c3)CC2)c1,x,x,x,-9%,-2%,-6%,0%,u
Cc1cc(C)n2nc(C(=O)Nc3ccc4c(c3)OCO4)cc2n1,-59%[inhibitor],x,-18%,15%,-10%,u,-5%,-20%
COC(=O)c1cc(C#N)c(SCc2ccccc2)nc1C,1%,x,-2%,-10%,-6%,-15%,-2%,-26%
Cc1cccc(C)c1OCC(=O)N/N=C/C=C/c1ccco1,-14%,x,i,-2%,-4%,u,-5%,-13%
CCOC(=O)c1ccccc1NC(=O)CSc1nnc(COc2ccccc2)n1CC,-2%[10 µM],0%,-9%,-6%,-2%,-13%,-1%,-7%
NC(=O)C1c2ccccc2CSc2ccccc21 (configuration not stated),-15%,-2%,-14%,-1%,4%,-1%,5%,-3%
CCc1nc(-c2cc(S(=O)(=O)N3CCN(c4ccccc4F)CC3)ccc2OC)no1,x,x,x,0%,-1%,-3%,-4%,1%
COc1cccc(CNC(=O)C2Cc3cc(S(=O)(=O)N4CCCCCC4)ccc3N2C(C)=O)c1 (configuration not stated),x,x,x,-6%,0%,-14%,-3%,-22%

A different layout for some results above.
Every second line gives: HTT ATP protect	L3MBTL1 inh	RECQ1 inh	Tau FP inhib	TR SRC2 fluor cs	Tau fibril ThT	TRb-SRC2 inh	Tau fluor counter
- COc1ccc(C(=O)NC(NC(=S)Nc2ccc(S(N)(=O)=O)cc2)C(Cl)(Cl)Cl)cc1 (configuration not stated)
 : -17%	-8%	-14%	-15%	1%	2%	1%	u
- CCP(=O)(CC)c1cccc(N)c1
 : -10%[0.074 µM]	-1%	-3%	-8%	-1%	0%	0%	-4%
- O=C1c2ccccc2C(=O)N1Cc1cc(-c2ccccc2Cl)no1
 : 10%	23%	32µM*	-13%	-3%	-6%	1%	u
- Cc1ccc(C)c(N2CCN(S(=O)(=O)c3csc(C(N)=O)c3)CC2)c1
 : x	x	x	-9%	-2%	-6%	0%	u
- Cc1cc(C)n2nc(C(=O)Nc3ccc4c(c3)OCO4)cc2n1
 : -59%[inhibitor]	x	-18%	15%	-10%	u	-5%	-20%
- COC(=O)c1cc(C#N)c(SCc2ccccc2)nc1C
 : 1%	x	-2%	-10%	-6%	-15%	-2%	-26%
